CHRM4 PAM: human M4 muscarinic receptor positive allosteric modulators, primary screen, CHO-K1 cells, Fluo-8 calcium fluorescence; Muscarinic acetylcholine receptor M4 (Homo sapiens), P08173; CHO-K1 hM4/Gqi5, ACh EC20; 0% = ACh EC20, 100% = maximal ACh; activation, % at 3 µM; 360,000 compounds, 0.4% hits;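 active = activation above its plate's cutoff, the mean activation of sample wells plus 3 SD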; note: some results filed as inactive read as strong as hits
IDE cell activ: human IDE activators in live cells, primary screen, fluorescence polarization, HEK cells, FAbeta-B substrate; Insulin-degrading enzyme (Homo sapiens), P14735; 340,000 compounds, 0.073% hits; FAbeta-B cleavage; 0% vehicle, 100% cell-free pure enzyme wells; activation, % at 5.96 µM; AID 493087, 2011;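 active = activation above the mean of all tested compounds plus 3 SD, set per screening campaign, cut at about 17% in these data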
Target sequence (P14735 whole entry, looked up): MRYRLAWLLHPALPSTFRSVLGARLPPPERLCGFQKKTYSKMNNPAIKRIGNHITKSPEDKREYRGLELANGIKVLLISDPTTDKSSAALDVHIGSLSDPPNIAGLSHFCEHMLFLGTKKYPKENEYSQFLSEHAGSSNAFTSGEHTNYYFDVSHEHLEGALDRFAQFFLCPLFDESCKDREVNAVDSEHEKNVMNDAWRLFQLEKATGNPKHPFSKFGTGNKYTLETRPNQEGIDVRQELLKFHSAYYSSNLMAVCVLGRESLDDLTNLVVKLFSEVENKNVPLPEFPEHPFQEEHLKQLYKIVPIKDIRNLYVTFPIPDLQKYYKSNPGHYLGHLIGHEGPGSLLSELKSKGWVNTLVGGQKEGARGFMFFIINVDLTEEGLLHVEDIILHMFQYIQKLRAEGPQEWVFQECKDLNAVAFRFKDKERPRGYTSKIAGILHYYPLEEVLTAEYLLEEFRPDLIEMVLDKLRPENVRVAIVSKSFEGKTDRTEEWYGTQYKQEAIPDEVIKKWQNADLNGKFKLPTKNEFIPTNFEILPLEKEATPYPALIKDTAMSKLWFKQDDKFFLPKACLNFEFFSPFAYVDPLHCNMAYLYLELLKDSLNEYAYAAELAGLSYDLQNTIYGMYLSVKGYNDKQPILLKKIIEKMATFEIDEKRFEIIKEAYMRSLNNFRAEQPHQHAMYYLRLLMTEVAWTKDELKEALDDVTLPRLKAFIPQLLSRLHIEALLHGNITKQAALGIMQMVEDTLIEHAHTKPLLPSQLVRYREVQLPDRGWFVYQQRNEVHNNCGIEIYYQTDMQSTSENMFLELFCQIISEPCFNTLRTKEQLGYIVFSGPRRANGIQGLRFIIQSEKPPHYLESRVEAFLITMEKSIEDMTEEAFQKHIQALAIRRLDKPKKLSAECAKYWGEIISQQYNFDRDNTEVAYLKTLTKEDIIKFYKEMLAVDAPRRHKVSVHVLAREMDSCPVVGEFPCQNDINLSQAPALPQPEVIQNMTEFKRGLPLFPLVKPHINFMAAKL
CRFBP-R2 agonist: agonists of CRF-BP/CRF-R2 complex, primary screen, cell-based, HEK293, calcium dye fluorescence, uHTS | CRF-binding protein / CRF receptor 2 complex (human) | calcium dye fluorescence (FLIPR); percent of saturating CRF peptide response | activation, % at 13.2 µM | 350,000 compounds, 0.46% hits | AID 588473, 2011;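 active = activation of at least 50%, plus an integration ratio under a set limit after plate pattern correction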;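 note: plate controls were neutral control wells without compound for no effect and CRF at EC100 for full effect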
PHOSPHO1 block: PubChem AID 1565; recombinant PHOSPHO1, absorbance phosphatase assay; inhibition, % at 13.3 µM; 290,000 compounds, 1.1% hits; in the data active = inhibition above about 60%
GalR3 antagonist: GalR3 antagonists in HEK293 cells, primary screen, cell-based, fluorescence readout | Galanin receptor type 3 (Homo sapiens), O60755 | HEK293 GalR3-CNG cAMP membrane potential fluorescence; galR3 body fused to GalR1 C-terminus | 360,000 compounds, 0.44% hits | inhibition, % at 3 µM;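 active = inhibition above the screen-wide average plus 3 SD, cut at about 13% in these data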;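 note: forskolin and galanin both at EC90 stimulate the cells; cAMP rise reported by CNG channel membrane potential dye signal; 0% = forskolin plus galanin with DMSO and 100% = forskolin alone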
p-CIP stab down: p/CIP-EGFP fusion destabilizers, primary screen, fluorescence, F442A cells. Q05BA5. 290,000 compounds, 0.01% hits. AID 1984, 2009. decrease of EGFP signal, % at 10 µM. 16 h;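 active = EGFP signal decrease of at least 30% at 10 µM or well 3 SD below plate mean, unless failing retest; inactive = the rest, including hits failing retest or dose response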; note: some compounds called inactive have numbers as strong as hits; many of its hits are not listed in these tables
CRFBP-R2 block: antagonists of CRF-BP/CRF-R2 complex, primary screen, cell-based, HEK293, calcium dye fluorescence, uHTS | 350,000 compounds, 0.59% hits | inhibition, % at 11.8 µM | CRF-induced calcium fluorescence;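 active = inhibition of the ligand-induced calcium signal above about 50% at the single tested concentration, limit read from the data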
MEKK3 PB1 HTS: modulators of MEKK3-MEK5 PB1 binding, primary screen, biochemical, wildtype MEKK3, multiplex bead flow cytometry, Alexa488-MEK5 | bead-based flow cytometry, Alexa488-MEK5 binding to MEKK3; actives lie on both sides; 0 = blocked by unlabeled MEK5, 100 = vehicle | 290,000 compounds, 1.4% hits | Mitogen-activated protein kinase kinase kinase 3 (Homo sapiens), Q99759 | binding response (% of control), % at 10 µM | AID 1529, 2009;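 active = binding response more than 3 SD above or below the average of its plate-row segment, actives on both sides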;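 note: Alexa488 bead fluorescence after subtracting the streptavidin-only scavenger bead signal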
IDE cell inh: human IDE inhibitors in live cells, primary screen, fluorescence polarization, HEK cells, FAbetaB substrate; inhibition, % at 5.59 µM; 320,000 compounds, 0.41% hits; AID 434962, 2010; Insulin-degrading enzyme (Homo sapiens), P14735; FAbetaB cleavage;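 active = percent inhibition above the average of all tested compounds plus 3 SD, set per screening campaign, cut at about 16% in these data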;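 note: IDE supplied by intact live HEK cells; FP after avidin binding of uncleaved biotin substrate so inhibition keeps polarization high; 0% = DMSO wells and 100% = 60 µM reference IDE inhibitor Ii1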
Active calls of the source: *; x = not tested or not shown.

[1] COc1cc(C(=O)NC(CCSC)C(=O)OCC(=O)C(C)(C)C)cc(OC)c1OC (configuration not stated)
[2] CC(C)Oc1cccc(C(=O)Nc2ccc(NC(=O)c3ccco3)cc2)c1
[3] Cc1ccc(N2C(=O)[C@@H]3C(c4cccnc4)=NO[C@@H]3C2=O)cc1
[4] COc1ccc(OC)c(S(=O)(=O)NCCCN2CCOCC2)c1
[5] CN(Cc1ccc(Cl)cc1)C(=O)COC(=O)c1ccc(-c2ccc(O)cc2)cc1
[6] C[C@H]1COC(=O)CCC/C=C\C[C@H](CC(=O)N(CCO)Cc2ccccc2)C(=O)N1

Compound	1	2	3	4	5	6
CHRM4 PAM	-2	8	5	11	5	1
IDE cell activ	4	-1	x	5	3	6
CRFBP-R2 agonist	-1.6	0.8	-3.8	1.6	-0.7	-1.9
PHOSPHO1 block	22	35	37	x	x	x
GalR3 antagonist	-1	-1	-1	-3	-7	1
p-CIP stab down	-9	-9	-34	x	x	x
CRFBP-R2 block	0	-24	4	1	-4	8
MEKK3 PB1 HTS	104	98	62	x	x	x
IDE cell inh	-1	5	0	-3	0	0

[7] Cc1ccccc1Cn1nc(C)c(NC(=O)c2nc3n(n2)C(C(F)F)CC(C)N3)c1C (configuration not stated)
[8] COC(c1ccc(Cl)cc1)(c1ccc(Cl)cc1)C(Oc1nc(C)cc(C)n1)C(=O)O (configuration not stated)
[9] C=CCn1c(SC/C=C/c2ccccc2)nnc1-c1sc(N)nc1C
[10] COc1ccccc1OCCNC(=O)CCNC(=O)c1ccccc1Cl
[11] O=[N+]([O-])c1ccc(-n2nncc2-c2ccc(Cl)cc2)cc1
[12] CCC(C)(C(=O)Nc1ccccc1C)N(C(=O)CNC(C)=O)c1ccccc1C (configuration not stated)

Compound	7	8	9	10	11	12
CHRM4 PAM	-1	3	11	-3	5	-3
IDE cell activ	2	1	2	3	5	0
CRFBP-R2 agonist	11	1.0	3.9	-0.3	-0.2	-1.4
PHOSPHO1 block	4	50	11	24	5	-13
GalR3 antagonist	-4	1	-5	1	-7	4
p-CIP stab down	-5	-8	10	-20	3	-8
CRFBP-R2 block	-13	16	-9	4	33	6
MEKK3 PB1 HTS	99	103	101	94	104	98
IDE cell inh	2	-1	4	10	-1	6

[13] CNC(=S)SCCOc1ccccc1C
[14] Cc1nc([N+](=O)[O-])cn1CCC#N
[15] CSCCC(NC(=O)c1cccc(C)c1)C(=O)OCC(=O)NC(=O)c1cccn1C (configuration not stated)
[16] CCc1nnc(NC(=O)[C@@H](NC(=O)c2ccc(C(C)(C)C)cc2)C(C)C)s1
[17] CCOC(=O)N1CCC(N(CCN(C)C)C(=S)Nc2cc(C)ccc2C)CC1
[18] O=C(CSc1nnnn1C1CCCCC1)NCCc1ccccc1

Compound	13	14	15	16	17	18
CHRM4 PAM	4	0	1	-1	-9	4
IDE cell activ	3	10	-3	-3	1	2
CRFBP-R2 agonist	-0.1	0.2	-1.0	-1.3	3.1	1.7
PHOSPHO1 block	-6	7	6	3	-1	4
GalR3 antagonist	-6	-5	-2	1	-2	-3
p-CIP stab down	-5	-3	0	-8	7	-1
CRFBP-R2 block	21	7	8	-54	13	-13
MEKK3 PB1 HTS	95	98	107	93	108	105
IDE cell inh	-3	9	0	-1	-1	-3

Profiles from above:
Record of O=[N+]([O-])c1ccc(-n2nncc2-c2ccc(Cl)cc2)cc1 = CHRM4 PAM: 5; IDE cell activ: 5; CRFBP-R2 agonist: -0.2; PHOSPHO1 block: 5; GalR3 antagonist: -7; p-CIP stab down: 3; CRFBP-R2 block: 33; MEKK3 PB1 HTS: 104; IDE cell inh: -1
Record of CCC(C)(C(=O)Nc1ccccc1C)N(C(=O)CNC(C)=O)c1ccccc1C (configuration not stated) = CHRM4 PAM: -3; IDE cell activ: 0; CRFBP-R2 agonist: -1.4; PHOSPHO1 block: -13; GalR3 antagonist: 4; p-CIP stab down: -8; CRFBP-R2 block: 6; MEKK3 PB1 HTS: 98; IDE cell inh: 6

(next part)
[19] CCOC(=O)C(=O)Nc1ccccc1C(=O)OCC
[20] COc1ccc2oc(C(=O)OC(C)C(=O)N3C(C)CCCC3C)c(C)c2c1 (configuration not stated)
[21] Cc1cc(C)n(C(=O)CNC(=O)CCc2ccccc2)n1
[22] Cc1ccc(C)c(Cn2nnc3c(=O)[nH]c(C(=O)NCC4CCCO4)nc32)c1 (configuration not stated)
[23] COC(=O)c1ccc(OCC(O)CN(CCO)CCO)cc1 (configuration not stated)
[24] Cc1c(C(=O)N2CCOCC2)c(S(=O)(=O)Nc2ccc(OC(F)(F)F)cc2)c(C)n1C

Compound	19	20	21	22	23	24
CHRM4 PAM	-2	-2	6	6	11	-5
IDE cell activ	2	4	2	7	-4	-1
CRFBP-R2 agonist	-0.1	1.4	0.3	-3.1	-1.6	-1.2
PHOSPHO1 block	-8	x	-1	8	9	32
GalR3 antagonist	0	-7	-3	-5	-3	-6
p-CIP stab down	-8	x	-30	-1	8	-2
CRFBP-R2 block	11	-4	-2	-10	2	1
MEKK3 PB1 HTS	99	x	105	89	105	99
IDE cell inh	8	3	1	3	3	2

[25] CC(CC1CC(C)(C)OC1=O)C(=O)Nc1nncs1 (configuration not stated)
[26] CCc1cc2c(C)ccc(C)c2nc1SCC(=O)Nc1c[nH]c(=O)[nH]c1=O
[27] Cc1cccc(NC(=S)NCCc2ccc3c(c2)OCCO3)c1C
[28] COc1cc(C(=O)Nc2nc(C)c(Cc3ccc4c(c3)OCO4)s2)cc(OC)c1OC
[29] O=C(NCC(=O)N(CC1CCCO1)C(C(=O)NC1CCCCC1)c1ccccc1)c1cccs1 (configuration not stated)
[30] CC(C(=O)Nc1ccc(C#N)cc1)N(C)Cc1cccs1 (configuration not stated)

Compound	25	26	27	28	29	30
CHRM4 PAM	1	-8	-1	-2	8	-5
IDE cell activ	6	1	3	-1	-1	1
CRFBP-R2 agonist	0.1	4.6	-0.4	-1.2	-0.3	0.5
PHOSPHO1 block	18	-26	40	74*	22	-38
GalR3 antagonist	-3	3	-4	-1	-3	-10
p-CIP stab down	6	-1	2	-4	-1	6
CRFBP-R2 block	-1	-7	1	-21	-7	8
MEKK3 PB1 HTS	106	97	102	95	98	104
IDE cell inh	-3	4	1	3	-3	3

2 records picked at random from the list so far, as already listed:
[4] COc1ccc(OC)c(S(=O)(=O)NCCCN2CCOCC2)c1
[2] CC(C)Oc1cccc(C(=O)Nc2ccc(NC(=O)c3ccco3)cc2)c1

Compound	4	2
CHRM4 PAM	11	8
IDE cell activ	5	-1
CRFBP-R2 agonist	1.6	0.8
PHOSPHO1 block	x	35
GalR3 antagonist	-3	-1
p-CIP stab down	x	-9
CRFBP-R2 block	1	-24
MEKK3 PB1 HTS	x	98
IDE cell inh	-3	5

Carrying on:
[31] CCN(CC)CC(=O)Nc1ccc(-c2ccc(NC(=O)CN(CC)CC)c(OC)c2)cc1OC
[32] CCC(=NCc1ccccc1)c1c(C(F)(F)F)[nH]n(-c2nc3ccccc3s2)c1=O
[33] COC(=O)c1ccccc1NN=Nc1ccccc1[N+](=O)[O-]
[34] O=C(Cc1cccs1)N/N=C/C=C/c1ccco1
[35] O=C(O)c1ccc(-c2nc(-c3ccccc3)c(-c3ccccc3)[nH]2)cc1
[36] CCCNS(=O)(=O)c1ccc(CCC(=O)Nc2cc(Cl)ccc2Oc2ccccc2)cc1

Compound	31	32	33	34	35	36
CHRM4 PAM	3	17	9	1	14	-20
IDE cell activ	4	4	x	-1	-1	3
CRFBP-R2 agonist	-0.3	0.1	-0.3	4.9	11	3.0
PHOSPHO1 block	22	15	x	-15	2	0
GalR3 antagonist	0	1	-5	1	0	0
p-CIP stab down	-4	7	x	-18	-6	-8
CRFBP-R2 block	-5	1	-1	-20	-7	-1
MEKK3 PB1 HTS	90	101	x	103	92	107
IDE cell inh	0	4	x	1	2	x

[37] COc1ccc(C(=O)C(CN2CCCC2)c2ccccc2)cc1 (configuration not stated)
[38] CCCCOC(=O)c1ccc(NC(=O)C(=O)NCc2cccnc2)cc1
[39] CCCCOc1ccc(NC(=O)C2OC3OC(C)(C)OC3C3OC(C)(C)OC23)cc1 (configuration not stated)
[40] CCCCCC(=O)Nc1ccc2ccccc2c1
[41] Nc1nc(NCCCN2CCOCC2)nc(Nc2cccc(Cl)c2)c1[N+](=O)[O-]
[42] CC(C)NC(=O)CSc1nnc(-c2ccco2)n1N

Compound	37	38	39	40	41	42
CHRM4 PAM	-2	0	1	16	7	1
IDE cell activ	2	0	0	6	0	-1
CRFBP-R2 agonist	1.7	-3.1	-0.4	-0.8	-2.8	-0.1
PHOSPHO1 block	19	-19	-15	-3	-4	16
GalR3 antagonist	-3	-6	-3	1	-7	-7
p-CIP stab down	-2	-20	9	-4	-4	3
CRFBP-R2 block	-4	2	2	1	-36	0
MEKK3 PB1 HTS	91	96	102	114	75	105
IDE cell inh	3	5	1	-2	10	-6

[43] COc1ccc(Cc2nnc(NCCO)[nH]c2=O)cc1
[44] O=C(NCCCN1CCCC1=O)c1cccc(Oc2ccccc2)c1
[45] C/C(CC(=O)Nc1ccc2c(c1)OCO2)=N\NC(=O)c1ccc(N)cc1
[46] Cc1cc(=O)oc2cc(OCc3ccc(C(=O)N4CCN(c5ccc([N+](=O)[O-])cc5)CC4)cc3)ccc12
[47] Brc1ccc(-c2noc3c2-c2nc(C4CCCCC4)sc2CC3)cc1
[48] O=C(CCC(=O)N1CCN(C(=O)c2ccco2)CC1)c1ccc(F)cc1

Compound	43	44	45	46	47	48
CHRM4 PAM	9	-2	6	-6	10	3
IDE cell activ	7	3	x	1	-2	5
CRFBP-R2 agonist	1.9	-1.3	0.8	2.8	2.5	-1.0
PHOSPHO1 block	24	34	24	-10	x	20
GalR3 antagonist	1	-7	2	-3	0	-1
p-CIP stab down	-4	-2	-5	-3	x	6
CRFBP-R2 block	2	18	-15	-6	-1	-5
MEKK3 PB1 HTS	102	101	88	92	104	96
IDE cell inh	3	5	-3	x	0	2

[49] O=C(CC1Nc2ccccc2NC1=O)NCCc1ccccc1 (configuration not stated)
[50] Cn1ccc(C(=O)N2CCCc3ccccc32)n1
[51] CC(C)(O)C#Cc1ccc(C(=O)NCc2ccccc2F)cc1
[52] CC(C)CNC(=O)c1ccccc1NC(=O)CN(c1ccccc1)S(=O)(=O)N(C)C
[53] OC1=C(O)c2nc3cc(C(F)(F)F)ccc3nc21

Compound	49	50	51	52	53
CHRM4 PAM	-3	19	4	1	-16
IDE cell activ	2	5	-2	-1	-3
CRFBP-R2 agonist	-0.1	-1.0	1.0	-1.0	-3.2
PHOSPHO1 block	21	25	7	27	19
GalR3 antagonist	-2	2	-4	-8	-2
p-CIP stab down	-18	0	-2	-17	5
CRFBP-R2 block	-30	-5	-7	2	26
MEKK3 PB1 HTS	99	101	95	97	115
IDE cell inh	-2	6	11	1	9
